Screening results: PubChem, National Center for Advancing Translational Sciences (NCATS)
Pol iota inh = blocks human DNA polymerase iota activity | Q9UNA4 | Pol iota fluorescent replication assay, 10 min | Potency, µM (doses to about 115 µM), without a hit: at the top dose activity, negative = inhibition, most hits filed as inhibitors | hit rate 1% among 390,000 | AID 588590; note: potency is the fitted concentration of half-maximal effect
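Pol iota at 10 nM preincubated 15 min with compounds at room temperature; reaction started with fluorescent substrate, 50 nM final. Fluorescence read kinetically at 0 and 10 min; buffer-only wells as negative control.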
Pol eta inh = blocks human DNA polymerase eta activity; recombinant Pol eta, fluorescent DNA replication assay; Potency, µM (series often up to 114 µM), inactives show top-dose activity change, negative = inhibition, usual class: inhibitors; Q9Y253; hit rate 1.2% among 390,000; note: potency is the fitted concentration of half-maximal effect; % is set by controls: 0 for no effect and ±100 for the full control effect
Target sequence (Q9Y253 whole entry, looked up): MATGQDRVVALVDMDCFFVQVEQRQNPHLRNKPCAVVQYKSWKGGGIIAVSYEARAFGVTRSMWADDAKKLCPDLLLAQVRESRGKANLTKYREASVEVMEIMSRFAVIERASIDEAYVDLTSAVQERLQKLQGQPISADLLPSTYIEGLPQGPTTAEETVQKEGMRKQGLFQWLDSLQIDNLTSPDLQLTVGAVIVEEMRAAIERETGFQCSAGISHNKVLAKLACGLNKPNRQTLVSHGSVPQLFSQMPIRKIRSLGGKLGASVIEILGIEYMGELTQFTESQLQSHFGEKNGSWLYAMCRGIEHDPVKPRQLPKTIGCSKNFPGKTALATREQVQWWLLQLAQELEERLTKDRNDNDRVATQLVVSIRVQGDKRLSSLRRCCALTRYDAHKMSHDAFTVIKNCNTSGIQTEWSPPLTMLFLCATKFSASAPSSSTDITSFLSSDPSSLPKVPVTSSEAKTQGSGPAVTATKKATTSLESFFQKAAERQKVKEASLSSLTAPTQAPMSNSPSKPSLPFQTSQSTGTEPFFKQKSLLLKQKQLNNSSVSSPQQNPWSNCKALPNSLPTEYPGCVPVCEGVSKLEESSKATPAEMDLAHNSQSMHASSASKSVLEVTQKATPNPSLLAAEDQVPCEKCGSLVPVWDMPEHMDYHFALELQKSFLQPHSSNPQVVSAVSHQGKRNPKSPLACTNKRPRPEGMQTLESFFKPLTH
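Fluorescent replication assay: 50 nM final substrate added after a 15 min room-temperature compound preincubation with 10 nM enzyme. Signal taken at 0 min and again at 10 min.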
APEX1 inh = APE1 (human) endonuclease inhibition; P27695; hit rate 0.35% among 350,000; recombinant APE1, TAMRA/BHQ-2 abasic DNA cleavage fluorescence; Potency, µM (highest dose often 65.8 µM), without a hit: top-dose activity change, negative = inhibition, actives largely listed as inhibitors;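 note: potency is the fitted concentration of half-maximal effect; plate controls were vehicle for no effect and reference inhibitor for full effect; nearly all actives have a fitted effect of over 55% in size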
Target sequence (P27695 whole entry, looked up): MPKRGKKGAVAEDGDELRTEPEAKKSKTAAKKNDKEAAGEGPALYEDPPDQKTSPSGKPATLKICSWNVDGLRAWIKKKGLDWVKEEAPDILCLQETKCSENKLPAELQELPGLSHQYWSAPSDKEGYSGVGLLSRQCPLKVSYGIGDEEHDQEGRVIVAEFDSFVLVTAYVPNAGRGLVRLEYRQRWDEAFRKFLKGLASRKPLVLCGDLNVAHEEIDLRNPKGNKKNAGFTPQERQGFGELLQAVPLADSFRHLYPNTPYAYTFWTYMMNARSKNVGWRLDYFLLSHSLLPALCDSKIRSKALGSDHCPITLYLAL
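APE1 at 0.75 nM final was preincubated with compound 15 min at room temperature, then 50 nM double-stranded THF abasic-site substrate (5'-TAMRA/3'-BHQ-2) was added. Fluorescence (ex 525/em 598 nm) was read kinetically; third-minus-first read gave activity.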
POLK inh = DNA polymerase kappa (human) inhibition. purified Pol kappa, fluorescent DNA synthesis assay, 10 min. Potency, µM (doses to about 107 µM), for the others: at the top dose activity, negative = inhibition, most hits filed as inhibitors. hit rate 0.53% among 400,000. AID 588579; note: potency is the fitted concentration of half-maximal effect; % is set by controls: 0 for no effect and ±100 for the full control effect
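Here, compound and 10 nM enzyme are combined for 15 min at room temperature; adding 50 nM substrate (final) starts DNA synthesis, tracked by fluorescence at 0 and 10 min against buffer-only wells.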
Apoferritin bind = candidate novel general anesthetic via apoferritin binding | Potency, µM (series often up to 77.5 µM), inactives show at the top dose activity change, negative = displacement, most hits filed as inhibitors | apoferritin/1-aminoanthracene competitive binding, fluorescence | P02791 | hit rate 0.074% among 350,000; note: potency is the fitted concentration of half-maximal effect; % is set by controls: 0 for no effect and ±100 for the full control effect; nearly all actives have a fitted effect of over 20% in size
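In PBS, apoferritin at 10 uM is loaded with 1-AMA from a 50% saturated solution. After 10 min of compound exposure at ambient temperature, reduced 535 nm fluorescence indicates probe displacement.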
LDHA block = inhibitors of human lactate dehydrogenase A; P00338; purified LDHA, NADH/diaphorase-resazurin fluorescence; hits give low values; activity change, % (values are at about 110 or 230 µM); hit rate 0.15% among 480,000; AID 1347041; in the data active = activity change below about -30%; inconclusive = mostly about -25% to -30%;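 note: plate controls were DMSO wells for no effect and wells without enzyme for full effect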
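Enzyme activity of human lactate dehydrogenase 5 (2 nM; 0.06 mM NADH, 0.2 mM pyruvate, 5 min, RT) is measured via a resazurin/diaphorase fluorescence readout of residual NADH.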
Glioma ERSR ind = ER stress response induction in glioma; hit rate 0.02% among 420,000; Potency, µM, without a hit: at the top dose activation, most hits filed as activators; U87-MG GRP78 promoter luciferase reporter, 16 h; AID 602332; note: potency is the fitted concentration of half-maximal effect; series mostly up to about 76 µM; % of control where 0% means no effect; nearly all actives have a fitted effect of over 35% in size
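ERSR induction read as luciferase luminescence (Bright-Glo, 10 min at room temperature) in stably transfected human U87-MG glioma cells exposed to compounds for 16 h, using GRP78 as sensor.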
Pol beta inh = DNA polymerase beta (human) inhibition; P06746; Pol beta primer extension/strand displacement, fluorescence kinetic; Potency, µM (top dose mostly 114 µM), inactives show at the highest dose activity change, negative = inhibition, actives largely listed as inhibitors; hit rate 1.3% among 340,000; AID 485314; note: potency is the fitted concentration of half-maximal effect; % is set by controls: 0 for no effect and ±100 for the full control effect
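Pol beta (10 nM) was preincubated with compound for 15 min at room temperature. The reaction was then started with 50 nM substrate and read immediately and after a further 10 min at room temperature.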
BLM inh = inhibitors of human Bloom syndrome helicase BLM | recombinant BLM DNA unwinding, fluorescence dequenching | Potency, µM (top dose mostly 56.1 µM), inactives show top-dose activity change, negative = inhibition, hits mostly inhibitors | hit rate 0.2% among 350,000;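 note: potency is the fitted concentration of half-maximal effect; plate controls were vehicle for no effect and no enzyme for full effect; nearly all actives have a fitted effect of over 35% in size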
* hit, by the source's call; ? = inconclusive; nt = not tested or not shown; & = joins results of further samples; [ ] = dose if it differs, or a comment. Unless noted, calls come from the whole dose curve; as a rule, active = well fitted curve in the direction sought with a large enough effect; inconclusive = small, poorly fitted or top-dose-only effect, or another doubt; inactive = no such curve, though single readings can be large; an effect the other way counts as inactive or inconclusive. A portion of the library; rates above refer to the full screens.

entry	SMILES	Pol iota inh	Pol eta inh	APEX1 inh	POLK inh	Apoferritin bind	LDHA block	Glioma ERSR ind	Pol beta inh	BLM inh
1	COC(=O)C(O)(CC(=O)Nc1ccc(OC)cc1)C(F)(F)F (centres undefined)	1%	-11%	1%	-12%	0%	2	-8%	0%	5%
2	Cc1cc(C(=O)NC2CCCCC2)c(C)o1	13%	-18%	2%	-10%	nt	-4	7%	nt	nt
3	CCOC(=O)Cc1nnc(NC(=O)Nc2ccccc2)s1	19%	2%	-3%	3%	-15%	1	-4%	27%	-6%
4	O=C(COc1ccc(-c2nnco2)cc1)Nc1ccc(F)c(Cl)c1	19%	-4%	12%	-3%	nt	1	-1%	nt	nt
5	COC(=O)C(C(C)C)N1CCc2c(C)nc3c(C#N)cnn3c21 (centres undefined)	25%	-4%	1%	-10%	-10%	-2	-3%	2%	-8%
6	Cc1ccc(O)c(NC(=O)c2cc(-c3ccccc3Cl)on2)c1	133%[activator]	-10%	40%	-7%	-8%	-4	?	32%	-2%
7	O=C(NCc1ccncc1)c1ccc(NS(=O)(=O)c2ccccc2)cc1	17%	-20%	nt	-16%	nt	-4	-3%	nt	nt
8	CCC(C)(C)C(=O)Nc1cc([N+](=O)[O-])ccc1Cl	-1%	-6%	-3%	-8%	?	-2	-5%	14%	1%
9	COc1ccc(C(C)(C)C)cc1NC(=O)c1c(C)noc1C	-4%[58.9 µM]	1%	14%	-4%	2%	2	-2%	22%	0%
10	CCC(CC)=NNc1cccc([N+](=O)[O-])c1	15%	-23%	6%	-2%	-5%	3	1%	-16%	4%
11	O=C(CCCCCn1c(SCc2ccncc2)nc2ccccc2c1=O)NCc1ccco1	14µM*	79µM*	?	?	5%	8	-3%	40µM*	-25%
12	Cn1c2ccccc2c(=O)c2ccc(C#Cc3ccc(N)cc3)cc21	?	-9%	1%	-2%	7%	1	-2%	-19%	-1%
13	O=C(CCCN1C(=O)c2ccccc2C1=O)Nc1sc2c(c1C(=O)NCc1ccco1)CCC2	?	-3%	-10%	-13%	-20%	-4	-3%	20µM*	-13%
14	CC(C)(C)NS(=O)(=O)c1ccc(NC(=O)C2CCCCC2)cc1	18%	-5%	1%	1%	-20%	0	-2%	1%	-5%
15	CCOC(=O)c1ccc(NC(=O)COc2ccccc2CNC2CCCC2)cc1	32%[activator]	-18%	0%	-19%	-10%	-2	-3%	?	-9%
16	Cc1nn(-c2nc3ccccc3s2)c(C)c1Oc1ccccc1O	-22%	-24%	1%	-7%	8%	-4	10%	12%	-2%
17	CC(C)CC(=O)NC(Nc1ccccc1F)C(Cl)(Cl)Cl (centres undefined)	18%	-12%	-4%	-18%	?	2	-5%	17%	-10%
18	CC(C)N(C(=O)[C@H]1C[C@H](CC(=O)NCCC2=CCCCC2)C(=O)N2CCc3c([nH]c4cc(-c5ccco5)ccc34)[C@]12C)C(C)C	23%	-16%	-5%	4%	nt	4	-1%	nt	nt
19	CC1=C(C(=O)OC(C)C)C(c2ccc(Cl)cc2)n2c(s/c(=C\c3ccc(OCC(=O)O)cc3)c2=O)=N1 (centres undefined)	?	8.9µM*	6.7µM*	-31%	?	-11	-2%	3.5µM*	-22%
20	C=CCN(CC=C)CCOc1ccc(C)cc1[N+](=O)[O-]	16%	-16%	-6%	-2%[60.1 µM]	-24%	-19	10%	23%	-1%
21	CCc1ccc(N2CC(C(=O)N/N=C/c3ccccc3)CC2=O)cc1 (centres undefined)	24%	-14%	nt	-9%	nt	-7	-2%	nt	nt
22	O=C(CSc1ccc2nnc(CCNC(=O)c3ccccc3)n2n1)NCCc1ccccc1	26%	-11%	9%	-1%	-14%	-1	0%	?	0%
23	O=C(NC1CCCC1)c1ccc(CN2CCOCC2)cc1	5%	13%	-4%	-5%	-5%	-6	5%	-1%	4%
24	C=CCn1c(Sc2ncc([N+](=O)[O-])s2)n[nH]c1=O	10µM*	-7%	7%	-7%	-4%	3	-14%	-1%	0%
25	COc1ccccc1Nc1nnc(SCC(=O)NC2CCCC2)s1	10%	4%	1%	-13%	nt	-11	-3%	nt	nt
26	CCOc1ccc(NC(=O)c2cn(C3CCCCC3)c(=O)c3c2c2ccccc2n3C)cc1	25%	-25%	nt	7%	3%	-7	-4%	-13%	-9%
27	COc1ccc(/C=N\NC(=O)c2cc(OCC(F)(F)F)ccc2OCC(F)(F)F)cc1	-4%	-18%	2%	-9%	-1%	-1	-7%	0%	-1%
28	CSc1ccccc1C(=O)N(CC1CCCO1)c1c(N)n(Cc2ccccc2)c(=O)[nH]c1=O (centres undefined)	10%	2%	5%	-5%	nt	-5	-4%	nt	nt
29	O=C(CN1CCN(S(=O)(=O)c2ccccc2)CC1)N1CCCCC1	19%	-6%	-14%	-9%	nt	-1	-3%	nt	nt
30	COC(=O)C1CCN(CC(=O)Nc2ccc3c(c2)OCCO3)CC1	18%	2%	10%	-9%	nt	-3	4%	nt	nt
31	Cc1ccc(/C=C/c2nnc(-c3cccs3)o2)cc1	18%	-1%	-4%	-9%[60.1 µM]	-18%	0	-1%	21%	-2%
32	C[C@]12c3[nH]c4ccc(Cl)cc4c3CCN1C(=O)[C@@H](CC(=O)NCC13CC4CC(CC(C4)C1)C3)C[C@@H]2C(=O)N1CCCCC1	4%	-21%	-15%	-2%	nt	4	0%	nt	nt
33	N=c1c(S(=O)(=O)c2ccccc2)cc2c(=O)n3ccccc3nc2n1C1CCCCC1	45%[activator]	-22%	nt	1%	nt	0	-6%	nt	nt
34	Cc1ccc(NC(=O)c2cc(-c3ccccc3)nn2-c2ccccc2)cc1	13%	-23%	-6%	-6%	4%	0	-2%	-9%	-7%
35	COc1cc(C(=O)OC2CSCC2NC(=O)c2ccccc2)cc(OC)c1OC (centres undefined)	0%	-4%	2%	-6%	-10%	-4	-1%	1%	-5%
36	COc1cc2c(cc1OC)C(COc1ccc3c(C)cc(=O)oc3c1)N(C(=O)Cc1ccc(F)cc1)CC2 (centres undefined)	19%	-15%	nt	7%	-7%	-9	-1%	22%	-2%
37	O=C(NCc1ccccn1)c1cccn1-c1ncc(C(F)(F)F)cc1Cl	?	-3%	-2%	3%	-5%	-5	-1%	12%	-2%
38	S=C(NCc1cccc(Cl)c1)NC1CCCCC1	-12%	-15%	-1%	-17%	-8%	-2	-4%	1%	-5%
39	COc1ccc2cc(C(=O)Nc3ccc(O)cc3)sc(=O)c2c1OC	-14%	-19%	24%	-1%	2%	-3	1%	?	-6%
40	N#Cc1nc(-c2ccc(F)cc2)oc1N1CCCCC1	0%	-22%	41%[activator]	5%	-6%	2&-6	4%	3%	-6%
41	COc1ccccc1CNC(=O)/C=C/c1ccc(S(=O)(=O)NCc2ccco2)cc1	21%	-21%	-4%	-13%	-7%	6	-4%	16%	-3%
42	COc1ccccc1NC(=O)c1ccc(S(=O)(=O)N(C)c2ccccc2OC)cc1	?	-10%	-15%	-7%	nt	-6&-23	-2%	nt	nt
43	O=C(NCCc1ccccc1)C1CCN(C(=O)c2ccc([N+](=O)[O-])cc2)CC1	10%	-7%	-8%	-1%	-8%	-3	0%	0%	2%
44	Cc1cccc(-n2nnc(C(=O)NC3CCCc4ccccc43)c2N)c1 (centres undefined)	7%	-8%	-3%	-7%	-18%	3	-5%	35%	-12%
45	CC(C)c1ccc(OCC(=O)NCc2ccco2)cc1	-11%	-8%	-1%	-9%	7%	1	2%	6%	-2%
46	Cc1ccc(NC(=O)CCn2c(=O)[nH]c3ccsc3c2=O)cc1C	24%	-6%	13%	-6%	-3%	-7	-1%	9%	-3%
47	CCOC(=O)/C=C/C(=O)Nc1nccs1	-6%	-8%	2%	-6%	-12%	-10	-7%	32%	-2%
48	CN(C)S(=O)(=O)c1cc(NC(=O)COC(=O)CCSc2ccc(Cl)cc2)ccc1Cl	-3%	-9%	-10%	-10%	0%	0	-3%	19%	-10%
49	Cc1ccc(CN(Cc2cccnc2)C(=S)Nc2cccc(Cl)c2C)cc1	49%[activator]	-27%	-6%	-6%	35%[activator]	-1	-4%	-1%	-11%

Some of the entries so far, in transposed form:
[26] CCOc1ccc(NC(=O)c2cn(C3CCCCC3)c(=O)c3c2c2ccccc2n3C)cc1
[27] COc1ccc(/C=N\NC(=O)c2cc(OCC(F)(F)F)ccc2OCC(F)(F)F)cc1
[28] CSc1ccccc1C(=O)N(CC1CCCO1)c1c(N)n(Cc2ccccc2)c(=O)[nH]c1=O (centres undefined)
[29] O=C(CN1CCN(S(=O)(=O)c2ccccc2)CC1)N1CCCCC1
[30] COC(=O)C1CCN(CC(=O)Nc2ccc3c(c2)OCCO3)CC1
[31] Cc1ccc(/C=C/c2nnc(-c3cccs3)o2)cc1
[32] C[C@]12c3[nH]c4ccc(Cl)cc4c3CCN1C(=O)[C@@H](CC(=O)NCC13CC4CC(CC(C4)C1)C3)C[C@@H]2C(=O)N1CCCCC1
[33] N=c1c(S(=O)(=O)c2ccccc2)cc2c(=O)n3ccccc3nc2n1C1CCCCC1

| entry no. | 26 | 27 | 28 | 29 | 30 | 31 | 32 | 33 |
| --- | --- | --- | --- | --- | --- | --- | --- | --- |
| Pol iota inh | 25% | -4% | 10% | 19% | 18% | 18% | 4% | 45%[activator] |
| Pol eta inh | -25% | -18% | 2% | -6% | 2% | -1% | -21% | -22% |
| APEX1 inh | nt | 2% | 5% | -14% | 10% | -4% | -15% | nt |
| POLK inh | 7% | -9% | -5% | -9% | -9% | -9%[60.1 µM] | -2% | 1% |
| Apoferritin bind | 3% | -1% | nt | nt | nt | -18% | nt | nt |
| LDHA block | -7 | -1 | -5 | -1 | -3 | 0 | 4 | 0 |
| Glioma ERSR ind | -4% | -7% | -4% | -3% | 4% | -1% | 0% | -6% |
| Pol beta inh | -13% | 0% | nt | nt | nt | 21% | nt | nt |
| BLM inh | -9% | -1% | nt | nt | nt | -2% | nt | nt |
